# PriA SSB inh = inhibitors of Klebsiella pneumoniae PriA binding to SSB C-terminal tail, primary screen, biochemical, AlphaScreen; PriA–SSB C-terminal tail interaction (Klebsiella pneumoniae); AlphaScreen SSBct-PriA binding, biotinylated peptide; 430,000 tested, 0.6% active; inhibition, % at 33 µM; in the data active means inhibition mostly above about 37%, no sharp cut-off; inactive means mostly below about 20%;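 further: plate controls were negative control peptide for no effect and reference peptide for full effect; strong numbers were not always called active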
# TcdB inh = TcdB glycohydrolase inhibitors, primary screen, biochemical, single point, plate reader; TcdB glycohydrolase enzymatic assay; inhibition, % at 9.99 µM; 350,000 tested, 0.24% active; AID 652162, 2013; in the data active means inhibition above about 10%
# Target sequence (P18177 whole entry, looked up): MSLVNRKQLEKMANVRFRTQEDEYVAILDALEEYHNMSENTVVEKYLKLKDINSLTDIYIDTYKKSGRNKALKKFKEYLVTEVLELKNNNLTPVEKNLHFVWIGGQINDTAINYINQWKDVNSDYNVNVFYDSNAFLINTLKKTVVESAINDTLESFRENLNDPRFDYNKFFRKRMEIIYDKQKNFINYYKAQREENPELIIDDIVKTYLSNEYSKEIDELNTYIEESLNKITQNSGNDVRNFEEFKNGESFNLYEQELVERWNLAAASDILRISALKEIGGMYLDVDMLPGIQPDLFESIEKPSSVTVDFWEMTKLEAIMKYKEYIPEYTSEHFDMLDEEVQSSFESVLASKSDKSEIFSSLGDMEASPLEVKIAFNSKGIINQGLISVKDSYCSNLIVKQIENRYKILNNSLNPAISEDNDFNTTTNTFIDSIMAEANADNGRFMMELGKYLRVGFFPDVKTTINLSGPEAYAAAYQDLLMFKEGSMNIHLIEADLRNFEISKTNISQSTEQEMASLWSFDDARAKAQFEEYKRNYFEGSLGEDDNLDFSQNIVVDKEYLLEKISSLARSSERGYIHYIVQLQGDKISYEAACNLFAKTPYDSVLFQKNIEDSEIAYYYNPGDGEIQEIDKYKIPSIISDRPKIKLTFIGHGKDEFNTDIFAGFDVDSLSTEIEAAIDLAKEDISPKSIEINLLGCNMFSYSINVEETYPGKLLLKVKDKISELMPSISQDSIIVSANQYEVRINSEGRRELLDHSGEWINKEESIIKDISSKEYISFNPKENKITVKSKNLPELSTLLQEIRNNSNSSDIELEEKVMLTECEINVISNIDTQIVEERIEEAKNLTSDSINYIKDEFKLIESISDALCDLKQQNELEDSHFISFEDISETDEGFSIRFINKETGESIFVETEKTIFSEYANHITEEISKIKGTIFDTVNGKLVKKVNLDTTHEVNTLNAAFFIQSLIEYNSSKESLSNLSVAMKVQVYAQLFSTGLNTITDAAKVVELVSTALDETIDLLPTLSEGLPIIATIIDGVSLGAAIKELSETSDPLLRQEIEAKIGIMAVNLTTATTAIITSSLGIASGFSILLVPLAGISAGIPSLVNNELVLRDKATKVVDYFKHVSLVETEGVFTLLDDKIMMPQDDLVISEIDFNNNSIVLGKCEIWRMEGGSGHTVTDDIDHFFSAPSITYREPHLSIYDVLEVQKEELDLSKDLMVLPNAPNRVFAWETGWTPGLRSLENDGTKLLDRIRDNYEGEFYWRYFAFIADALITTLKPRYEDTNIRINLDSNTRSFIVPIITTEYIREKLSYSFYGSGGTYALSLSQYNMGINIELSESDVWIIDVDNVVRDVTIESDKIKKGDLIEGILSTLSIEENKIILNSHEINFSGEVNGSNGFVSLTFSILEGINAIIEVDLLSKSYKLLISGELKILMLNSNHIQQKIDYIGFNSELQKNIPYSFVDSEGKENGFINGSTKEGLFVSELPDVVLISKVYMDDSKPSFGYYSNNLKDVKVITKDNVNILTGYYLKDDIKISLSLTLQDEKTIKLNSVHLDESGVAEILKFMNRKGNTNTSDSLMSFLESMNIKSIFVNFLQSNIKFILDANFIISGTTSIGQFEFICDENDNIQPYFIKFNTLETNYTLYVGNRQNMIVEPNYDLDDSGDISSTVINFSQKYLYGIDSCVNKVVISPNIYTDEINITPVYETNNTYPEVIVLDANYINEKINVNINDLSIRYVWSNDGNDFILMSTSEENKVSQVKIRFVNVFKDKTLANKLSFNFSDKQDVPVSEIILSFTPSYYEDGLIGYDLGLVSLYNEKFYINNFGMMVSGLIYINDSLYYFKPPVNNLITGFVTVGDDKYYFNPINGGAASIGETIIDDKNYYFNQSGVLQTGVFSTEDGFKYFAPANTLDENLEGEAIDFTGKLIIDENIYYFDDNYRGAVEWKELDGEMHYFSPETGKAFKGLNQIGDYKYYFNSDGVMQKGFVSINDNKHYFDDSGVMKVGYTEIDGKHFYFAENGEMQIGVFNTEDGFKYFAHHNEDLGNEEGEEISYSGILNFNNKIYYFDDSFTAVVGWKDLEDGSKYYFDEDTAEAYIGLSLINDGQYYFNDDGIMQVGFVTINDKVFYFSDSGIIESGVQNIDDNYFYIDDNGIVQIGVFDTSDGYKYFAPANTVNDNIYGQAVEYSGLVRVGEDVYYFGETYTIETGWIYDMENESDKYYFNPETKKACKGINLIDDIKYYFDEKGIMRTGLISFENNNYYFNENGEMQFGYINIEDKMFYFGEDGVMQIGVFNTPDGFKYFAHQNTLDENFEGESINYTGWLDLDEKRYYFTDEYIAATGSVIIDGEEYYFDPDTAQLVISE
# 3CLpro inhibitor = SARS-CoV 3CLpro protease inhibitors, primary screen, biochemical, quenched FRET; recombinant SARS-CoV 3CLpro, quenched FRET peptide cleavage; inhibition, % at 6 µM; 290,000 tested, 0.14% active; in the data active means inhibition above about 12%
# DUSP3 inh = VHR1 phosphatase inhibitors, primary screen, biochemical, absorbance, uHTS | recombinant VHR phosphatase, pNPP absorbance | 290,000 tested, 0.52% active | inhibition, % at 13.3 µM | AID 1654, 2009 | Dual specificity protein phosphatase 3 (Homo sapiens), P51452; in the data active means inhibition above about 50%; further: some compounds called inactive have numbers as strong as hits
# PfHsp40 yeast = rescue of yeast from PfHsp40 toxicity, primary screen, S. cerevisiae, ATP luminescence | 340,000 tested, 0.68% active | S. cerevisiae expressing PfHsp40, growth rescue | growth rescue, % at 12.5 µM | AID 504582, 2011; in the data active means growth rescue above about 28%, passing the limit was not always enough;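 further: yeast W303a lacking pdr1 and pdr3 grown in galactose medium; growth measured after three days at 30 °C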
# Vc quorum ag = inducers of Vibrio cholerae quorum light production without autoinducers, primary screen, BH1578 luxS cqsA deficient, single point; 350,000 tested, 0.16% active; activation, % at 18.7 µM; AID 588436, 2011; V. cholerae BH1578 lux reporter, luminescence, 6 h; in the data active means activation mostly above about 9.7%, no sharp cut-off; further: not every result past the cut was called active; inactives centre near 0; reference of the scale not given here
# Yp Topo-I inh = Yersinia pestis topoisomerase I inhibitors, primary screen, biochemical, cleavage product accumulation, plate reader, single point. activity, % at 10 µM. Y. pestis Topo-I cleavage product accumulation. 360,000 tested, 0.064% active. AID 504884, 2011; in the data active means activity above about 50%, passing the limit was not always enough; further: inactives centre near 2
# BoNT-A LC inh2 = BoNT/A light chain protease inhibitors, primary screen, biochemical, flow cytometry, MLPCN library; Botulinum neurotoxin type A light chain protease (Clostridium botulinum A str. ATCC 3502); 360,000 tested, 0.17% active; multiplex microsphere protease substrate cleavage; inhibition, % at 10 µM; AID 588499, 2011; further: plate controls were buffer without enzyme for full effect and enzyme alone for no effect
# Anthrax LF prot = Bacillus anthracis LF protease inhibitors, primary screen, biochemical, multiplex microsphere, MLPCN library. inhibition, % at 10 µM. Lethal factor (Bacillus anthracis), P15917. AID 588501, 2011. multiplex microsphere protease cleavage assay. 360,000 tested, 0.12% active; further: plate controls were buffer without enzyme for full effect and enzyme alone for no effect
# CCHFV vOTU inh = CCHFV vOTU protease inhibitors, primary screen, biochemical, Pep-AMC substrate, fluorescence. inhibition, % at 11.5 µM. 370,000 tested, 0.55% active. AID 651958, 2012; in the data active means inhibition above about 30%; further: 0% = vehicle wells with enzyme and 100% = no enzyme wells
# * hit, by the source's call; i = inactive; . = no result given; & = joins results of further samples. Unless noted, no stated cut-off is given here; in the data, active means inhibition above about 30%; inconclusive means no clear call, values can overlap the other calls; inactive means below that. Not all compounds are listed (hit frequency here may not be typical).
canonical_smiles,PriA SSB inh,TcdB inh,3CLpro inhibitor,DUSP3 inh,PfHsp40 yeast,Vc quorum ag,Yp Topo-I inh,BoNT-A LC inh2,Anthrax LF prot,CCHFV vOTU inh
COc1ccccc1/C=C/C(=O)OCCN1CCOCC1,-12,.,2,8,2.0,-0.7,3,0.2,0,8
COc1ccc(C(C(=O)NC(C)(C)C)N(C(=O)CCC(=O)Nc2cc(C)on2)c2cc(C)cc(C)c2)cc1 (configuration not stated),2,1.4,2,7,3.3,-0.3,31,-3.5,5,1
Cc1ccc2cc(/C=C3\N=C(c4ccccc4)OC3=O)c(N3CCOCC3)nc2c1,-8,.,2,18,.,.,.,.,.,11
COc1ccc(/C=C(/NC(=O)c2ccccc2)c2nc3ccccc3[nH]2)cc1OC,2,.,1,10,1.8,8.3,-10,0.3,-1,24
O=C(Nc1ccc(N2CCOCC2)cc1N1CCOCC1)c1ccccc1,-18,-0.4,.,.,-1.4,i,-4,-0.3,-6,-2
COC(=O)c1cc(C(=O)OC)[nH]n1,-8,0.9,5,4,0.6,-1.4,0,0.6,-4,3
CCOC(=O)CSc1nnc(CNC(=O)c2ccc(S(=O)(=O)N3CCOCC3)cc2)n1C,-10,-0.7,1,2,0.3,i,2,-0.7,-3,-5
CC(c1ccccc1)N1CC(C(=O)N2CCN(c3ccc(F)cc3)CC2)CC1=O (configuration not stated),-2,.,6,14,1.6,-5.0,16,0.0,-4,-10
CCNC(=O)CN(c1ccc(Br)c(C)c1)S(C)(=O)=O,2,-0.1,-3,17,-2.0,-0.2,4,0.2,-6,-4
NNC(=O)[C@@H]1C[C@@H]1c1ccccc1,-6,1.2,2,2,-1.2,-2.9,1,-0.3,-1,3
C/[N+]([O-])=C\c1coc2ccccc2c1=O,-7,.,-1,-4,-0.7,-0.4,4,0.2,1,4
Cc1ccc(S(=O)(=O)N2CCN(C(=O)COC(=O)CCOc3ccccc3C)CC2)cc1,11,1.0,.,.,-0.5,i,-5,3.5,0,5
CCOc1ccccc1C(=O)OCC(=O)Nc1ccc(N2CCCCC2)cc1,24,.,0,35,-0.4,-2.2,-6,-0.6,-6,-12
CC/C(=N\NC(=O)c1cc(C)nc2ccccc12)c1ccc(C)s1,.,-0.3,4,-5,-0.5,-3.4,-6,-4.6,-11,-9
COc1ccccc1NC(=O)CN(Cc1ccco1)C(=O)c1ccc(-n2nc(C)cc2C)cc1,5,.,-3,-2,0.3,-0.3,31,-0.2,2,1
CCCCCC(=O)Nc1ccc(-c2cn3cccnc3n2)cc1,-7,0.2,-7,6,-0.3,2.2,-7,0.6,-4,-189
CC(=O)Nc1cc(-c2ccncc2)cn2c(-c3ccccc3)cnc12,.,2.9,.,.,.,-0.4,21,-0.2,-3,6
CC(O)CNCCOc1ccccc1OCc1ccccc1 (configuration not stated),-8,2.1,-1,16,-1.0,0.7,0,-1.7,-4,-5
O=C1CSC(c2ccccc2)N1Cc1ccccn1 (configuration not stated),8,1.0,3,24,-0.8,i,2,-1.7,-5,-12
C[C@H](CO)N1C[C@H](C)[C@@H](CN(C)C(=O)Nc2ccc(F)cc2)Oc2ncc(-c3ccc(F)cc3)cc2C1=O,.,0.4&0.4,.,.,.,i,31,0.2,-6,1
O=C(NCc1ccc(F)cc1)C1CCN(C(=O)NCc2ccccc2)CC1,-10,.,-4,5,-0.9,-0.3,0,-1.0,-6,-8
Cc1cc(C)n(-c2ccc(C(=O)NC3CCCCC3)cc2)n1,-7,1.0,-3,26,-2.4,-0.5,7,-0.6,-2,12
Cc1c(C)c(C)c2[nH]c(-c3ccc4c(c3)OCO4)nc2c1C,14,.,-5,27,-1.6,-0.5,-30,-5.0,11,.
CCC1CCCCN1C(=O)CSc1nc(N)c(NC(=O)c2ccco2)c(=O)[nH]1 (configuration not stated),1&-5,0.6,2,24,0.5,-0.1,0,0.1,-8,2
Cc1oc2cc3oc(=O)c(CC(=O)O)c(C)c3cc2c1-c1ccccc1,4,-0.1,6,22,-1.0,1.4,6,1.7,4,3
Cc1ccc(CS(=O)(=O)c2nsc(C)c2C#N)cc1,-7,-0.3,0,12,0.7,-2.0,1,-1.3,-1,2
COc1ccc(Oc2c(C)nc(SCC(=O)c3ccc(Cl)cc3)[nH]c2=O)cc1,3,0.4,2,12,0.3,i,16,.,.,-3
CN(C)C(=O)CCc1ccc2c3c([nH]c2c1)[C@]1(CCc2ccccc2)[C@@H](C(=O)N2CCCCC2)C[C@H](CC(=O)NCc2ccco2)C(=O)N1CC3,7,1.2,.,.,-0.5,-1.1,18,-0.2,-3,-6
Fc1ccc(C2c3cccn3CCN2C(=S)Nc2cccc(Br)c2)cc1 (configuration not stated),-4,-1.1,-2,36,-0.9,i,-12,0.4,0,5
Brc1cc2c(cc1Br)OCCOCCOCCO2,-6,-2.6,1,-18,-0.2,i,-3,0.4,-7,14
CCC(C)NC(=O)c1ccc2c(c1)S(=O)(=O)c1ccccc1C2=O (configuration not stated),3,-0.5,-6,56*,-0.2,i,1,1.3,-1,7
CCCCC[C@H]1CN(CCc2ccccc2)C(=O)[C@@H]1CC(=O)NCc1ccc(OC)cc1,-17,1.9,11,-3,12,i,24,0.1,3,20
Cn1c(-c2sccc2OCc2cccc(C(F)(F)F)c2)n[nH]c1=S,-17,2.2,1,17,2.2,-0.5,-7,0.8,0,1
CCCc1nc2n[nH]c(N)c2c2c1CCCC2,-6,.,3,16,-0.9,-1.0,-3,1.6,-4,8
O=C(NNC(=O)c1ccco1)Nc1ccccc1,2,0.1,-6,0,-0.4,i,0,1.3,2,-5
COc1ccccc1Cn1c(=S)[nH]c2cc(C(=O)N3CCN(C)CC3)ccc2c1=O,-8,0.6,6,33,-1.2,-0.2,0,0.5,1,.
COc1cc(Cn2c3ccc(NC(=O)CCc4cccnc4)cc3c(=O)n2C)ccc1F,.,1.6,.,.,.,i,2,-0.3,-6,-132
Cc1ccc(OCC(=O)N/N=C2/SCC(=O)N2Cc2ccccc2)cc1,.,0.8,-1,-11,1.1,i,14,0.2,-1,16
Cc1cc(C)cc(NC(=O)CCc2c(C)nn(-c3ccc(N4CCOCC4)nn3)c2C)c1,-7,0.6,0,13,1.1,-1.0,3,0.0,-1,-9
Cc1c(NC(=O)c2ccc3c(c2)C(=O)N(Cc2ccco2)C3=O)cccc1C(=O)O,-4,-2.1,0,11,-1.0,-0.1,-13,-0.1,-2,-3
O=c1oc2ccccc2c(O)c1/C=N/c1ccccn1,.,.,6,44,1.4,5.0,-9,0.2,4,2
CC(=O)N1CCN(C(=O)c2ccc(NS(=O)(=O)c3ccc4c(c3)OCCO4)cc2)CC1,-9,-1.3,.,.,0.4,i,-3,1.5,-1,-3
C=CCn1c(=NC(=O)CN2C(=O)CCC2=O)sc2cc(S(N)(=O)=O)ccc21,-2&-1,.,4,14,-2.1,1.6,-7,0.3,0,-10
COc1ccc(C(C(=O)NC2CCCCC2)N(C(=O)c2sc(C)nc2C)c2ccc(C(C)=O)cc2)cc1 (configuration not stated),6,.,-1,48,-0.2,i,25,0.0,0,-22
O=C(Nc1ncccc1O)c1ccc(S(=O)(=O)N2CCCCCC2)cc1,-9,-0.4,.,.,-0.6,i,-10,.,.,-5
COCCNC(=O)C(=O)N/N=C(\C)CC(=O)Nc1ccc2c(c1)OCO2,.,-2.6,2,8,1.0,i,3,-0.7,-3,13
CC1(C)Cc2c(sc3nc(-c4ccccc4)oc(=O)c23)CO1,1,.,-2,-13,-0.7,5.9,-3,0.3,1,-7
O=C(COC(=O)CNC(=O)c1ccccc1F)Nc1ccc2[nH]c(=O)[nH]c2c1,8,0.5,.,.,-0.2,-0.9,2,0.5,-5,-2
Cc1cccc(OCCn2c(S(=O)(=O)O)nc3ccccc32)c1,-9,1.5,-6,4,-0.3,i,10,1.0,-4,7
COc1ccccc1Nc1c2c(nc3ccccc13)CCC2,6,0.3,2,-10,1.7,-1.2,-10,-1.8,6,2
COc1cccc(N2CC(NS(=O)(=O)c3cccs3)CC2=O)c1 (configuration not stated),-4,0.3,.,.,-0.9,i,4,.,.,1
COC(=O)c1ccc(CSc2nnc(C)n2N)o1,-8,1.0,-3,-1,0.0,-0.2,1,0.4,-1,-9
NNC(=O)Cn1nnc(-c2ccc(C(F)(F)F)cc2)n1,-7,-1.3,0,-1,.,-0.6,5,.,.,4
NNC(=O)c1ccc(Cl)cc1,-12,-0.7,4,12,-0.8,-0.6,0,0.2,0,13
O=C(CCNC(=O)c1ccco1)NCc1ccccc1,-5,.,4,-25,-1.0,i,-4,0.9,2,5
Cc1cc(NC(=O)CSC2=Nc3ccccc3C3=NC(Cc4ccccc4)C(=O)N23)n[nH]1 (configuration not stated),-6,.,1,3,0.6,26*,0,-0.4,9,8
CC(C)(C)C1CCc2onc(C(=O)N3CCOCC3)c2C1 (configuration not stated),1,.,-3,0,-0.3,i,7,0.3,1,-4
CCN(Cc1ccccc1)C(=O)c1cc(COc2c(F)cccc2F)on1,-7,-1.0,0,8,-0.1,-0.5,18,-0.1,-4,10
CC(=O)C[C@H](O)CC(=O)[C@H]1OC(=O)CC/C=C\Cc2ccccc21,-22,1.3,.,.,-1.3,-1.2,-9,0.1,6,6
COc1nc(OC)nc(N2CCC(C(=O)NC3CCCCCC3)CC2)n1,-11,.,5,9,-0.4,-0.3,2,-0.3,-7,-5

# Next section.
canonical_smiles,PriA SSB inh,TcdB inh,3CLpro inhibitor,DUSP3 inh,PfHsp40 yeast,Vc quorum ag,Yp Topo-I inh,BoNT-A LC inh2,Anthrax LF prot,CCHFV vOTU inh
CCn1c2ccccc2c2cc(NC(=O)c3cc(OC)c(OC)c(OC)c3)ccc21,-1,0.9,-2,16,0.8,-0.7,23,-0.3,0,2
O=C(OCCOCn1cc(Br)c(=O)[nH]c1=O)c1ccccc1,3,5.4,.,.,.,-0.4,6,.,.,-1
CCC(=O)Nc1cc(C(=O)O)ccc1Sc1ccc(C)cc1,8,2.0,5,-15,-0.6,i,3,0.1,2,10
COC(=O)c1ccc(NC(=O)c2ccccc2C(=O)Nc2ccc(C(=O)OC)cc2)cc1,-7,1.2,.,.,-1.1,-2.0,-3,0.2,-4,-13
O=C(C1CCC(=O)N(C2CCCC2)C1)N1CCC(Oc2ccccc2Cl)CC1 (configuration not stated),-10,-1.1,-4,22,-2.4,-0.4,28,-0.9,1,-6
O=S1(=O)NC(=NCCc2ccccn2)c2ccccc21,-1,1.1,-1,-6,-1.0,-1.2,6,-0.5,1,-15
Cc1cc2cc(CNC(=S)Nc3ccc(OC(F)F)cc3)ccc2n1C,22,-0.6,-2,0,-0.3,-0.2,-22,66*,-111,9
Cc1ccc(S(=O)(=O)N(CC(=O)NCc2ccc(F)cc2)C(=O)N2CCN(C)CC2)cc1,-2,1.2,.,.,1.2,i,-2,-2.2,3,4
CCC(=O)Nc1ccc(-c2ccc(N3CCC(C)CC3)nn2)cc1,-4,.,-5,14,0.4,-2.6,6,-0.9,-2,.
